D1 PAM – potentiators of human D1 dopamine receptor | P21728 | HEK293 TREx D1 cells, calcium flux, dopamine EC20 potentiation | potentiation, % at 10 µM | hit rate 0.036% among 360,000; in the data active = potentiation above about 30%; note: 0% is about no effect
Target sequence (P21728 whole entry, looked up): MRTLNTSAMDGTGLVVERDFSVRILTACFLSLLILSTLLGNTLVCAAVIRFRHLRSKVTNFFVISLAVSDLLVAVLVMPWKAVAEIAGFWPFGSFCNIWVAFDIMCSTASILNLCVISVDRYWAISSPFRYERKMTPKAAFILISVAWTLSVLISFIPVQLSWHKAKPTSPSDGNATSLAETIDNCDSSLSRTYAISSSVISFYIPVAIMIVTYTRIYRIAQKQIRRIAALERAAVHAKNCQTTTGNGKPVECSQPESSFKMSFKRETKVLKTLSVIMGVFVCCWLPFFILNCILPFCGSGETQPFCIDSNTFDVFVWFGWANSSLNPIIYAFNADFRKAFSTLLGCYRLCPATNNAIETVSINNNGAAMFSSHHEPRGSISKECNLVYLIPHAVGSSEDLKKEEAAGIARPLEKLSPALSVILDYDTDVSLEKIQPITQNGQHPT
Glioma ERSR ind – inducers of ER stress response in human glioma cells | Potency, µM, for inactives: top-dose activation, usual class: activators | AID 602332 | hit rate 0.02% among 420,000 | U87-MG GRP78 promoter luciferase reporter, 16 h; note: potency is the fitted concentration of half-maximal effect; series mostly up to about 76 µM; % of control where 0% means no effect; nearly all actives have a fitted effect of over 35% in size
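Stably transfected U87-MG human glioma cells carrying a GRP78-based luminescent sensor were seeded at 1000 cells/well, pin-dosed with compounds and incubated 16 h. Luciferase reagent was then added, and end-point luminescence was read after 10 min at room temperature.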
Vif-A3F inh – inhibitors of Vif-A3F interaction; Potency, µM (doses to about 46.1 µM), for inactives: at the top dose activity, negative = active; hit rate 0.2% among 390,000; HeLa A3F-eYFP + Vif (tagged APOBEC3F with the HIV-1 protein that degrades it), YFP fluorescence increase; note: potency is the fitted concentration of half-maximal effect; % of control where 0% means no effect; nearly all actives have a fitted effect of over 65% in size
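Fluorescence increase (Ex 488/Em 500-530) after overnight compound treatment at 37 deg C flags inhibition of Vif-driven A3F-eYFP loss in stable HeLa A3F-eYFP/Vif cells seeded overnight beforehand.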
RXFP1 antagonist – blocks the human relaxin receptor RXFP1 | Q9HBX9 | HEK293-RXFP1, relaxin-stimulated cAMP HTRF, 30 min; active compounds read low | hit rate 0.59% among 350,000 | activity change, negative = inhibition, % at 57.5 µM;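 active = activity change of -60% or lower, but not beyond a set lower limit; inconclusive = change between -60% and -40%, or beyond the set limit; inactive = change above -40%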; note: % is set by controls: 0 for no effect and ±100 for the full control effect
RXFP1 ag – activates the human relaxin receptor RXFP1 | Q9HBX9 | HEK293T-RXFP1 cAMP TR-FRET, 30 min; response scale: percent of porcine relaxin response, buffer zero | Potency, µM (titrated, usually from 57.5 µM), inactives show top-dose activation, usual class: activators | hit rate 0.3% among 370,000 | AID 2676; note: potency is the fitted concentration of half-maximal effect; % is set by controls: 0 for no effect and ±100 for the full control effect; nearly all actives have a fitted effect of over 60% in size; many of its hits are not listed in these tables
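cAMP rise read by TR-FRET after 30 min, 37C compound exposure (up to 58 uM) in RXFP1-transfected HEK293 cells with Ro 20174 present. EC50 from Hill-equation fits, with 29 nM porcine relaxin as 100% and buffer as basal.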
D2 potentiator – positively modulates the human D2 dopamine receptor allosterically | P14416 | HEK293 T-REx D2, calcium flux, EC20 dopamine potentiation | potentiation, % at 10 µM | hit rate 0.34% among 340,000 | AID 485347;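 active = potentiation over 3 SD above the plate norm, cut at about 30% in these data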; note: 0% is about no effect
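Tetracycline-induced HEK293 T-REx cells force-coupled to calcium signalling expressed D2; compounds were pin-added after a 10 s baseline, read kinetically 180 s, then an EC20 dopamine challenge followed with a further 180 s calcium read.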
Vif-A3G inh – Vif-A3G binding inhibition; Q9HC16; HeLa A3G-eYFP + Vif (tagged APOBEC3G with the HIV-1 protein that degrades it), YFP fluorescence, overnight; Potency, µM (top dose mostly 46.1 µM), inactives show at the highest dose activity, negative = active, actives largely listed as inhibitors; hit rate 0.076% among 410,000;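 note: potency is the fitted concentration of half-maximal effect; % is set by controls: 0 for no effect and ±100 for the full control effect; nearly all actives have a fitted effect of over 60% in size; hits raise eYFP signal because A3G escapes Vif-driven loss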
Target sequence (Q9HC16 whole entry, looked up): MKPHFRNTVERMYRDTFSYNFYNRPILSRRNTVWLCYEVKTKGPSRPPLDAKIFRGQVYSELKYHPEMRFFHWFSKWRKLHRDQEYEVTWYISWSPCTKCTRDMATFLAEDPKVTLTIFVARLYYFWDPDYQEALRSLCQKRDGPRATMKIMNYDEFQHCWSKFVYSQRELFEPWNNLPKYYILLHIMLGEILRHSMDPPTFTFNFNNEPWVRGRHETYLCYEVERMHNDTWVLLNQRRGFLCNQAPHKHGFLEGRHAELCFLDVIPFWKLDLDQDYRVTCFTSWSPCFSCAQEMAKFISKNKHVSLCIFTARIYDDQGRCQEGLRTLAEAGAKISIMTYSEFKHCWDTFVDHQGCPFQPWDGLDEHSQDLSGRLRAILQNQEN
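Read-out is eYFP fluorescence (Ex 488/Em 500-530) from Vif-expressing HeLa A3G-eYFP cells; more signal means A3G escaped Vif-mediated degradation. Cells plated overnight, compound pinned in, incubated overnight at 37 deg C.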
D1 agonist – human D1 receptor agonism; hit rate 1% among 360,000; HEK293 T-REx D1 cells, calcium flux, agonist mode; activation, % at 2 µM; P21728; in the data active = activation above about 30%; note: 0% is about no effect
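Agonism was scored from calcium flux recorded over 180 s (1 read/s) after pintool compound addition, following a 10-cycle baseline. Cells were inducible force-coupled HEK293 TREx D1, plated overnight at 30 C and loaded with no-wash calcium dye.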
D1 antagonist – blocks dopamine activation of the human D1 receptor | hit rate 3.2% among 360,000 | HEK293 TREx D1 cells, calcium flux, dopamine EC80; active compounds read low | activity change, negative = inhibition, % at 10 µM; in the data active = activity change below about -30%; note: % is set by controls: 0 for no effect and ±100 for the full control effect
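Antagonism measured as reduced calcium response to an EC80 dopamine addition following 180 s compound pre-read; cells were inducible HEK293 Trex D1 plated overnight at 30 C, read kinetically at 1 cycle/sec.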
* marks the source's active call; other numbers are inactive results; ? = inconclusive; . = not tested or not shown. Unless noted, calls come from the whole dose curve; as a rule, active = well fitted curve in the direction sought with a large enough effect; inconclusive = small, poorly fitted or top-dose-only effect, or another doubt; inactive = no such curve, though single readings can be large; an effect the other way counts as inactive or inconclusive.

SMILES	D1 PAM	Glioma ERSR ind	Vif-A3F inh	RXFP1 antagonist	RXFP1 ag	D2 potentiator	Vif-A3G inh	D1 agonist	D1 antagonist
Fc1cccc(CNCC2CCCO2)c1 (configuration not stated)	-2.8	-2.2%	-3.2%	-6.2	-2.9%	-4.4	-0.9%	5.6	-4.3
CC(=O)NCCc1ccc(S(=O)(=O)NCc2ccc3c(c2)OCO3)cc1	4.7	-3.7%	1.5%	24.8	0.9%	11.7	-0.3%	4.5	0.0
N#CCC(=O)Nc1ccc(C(=O)NCC2(N3CCOCC3)CCCCC2)cc1	.	-3.2%	0.5%	3.5	2.7%	-4.3	-1.6%	8.1	-17.7
COc1ccccc1N1C(=O)CC(Sc2n[nH]c(-c3cccc(C)c3)n2)C1=O (configuration not stated)	-1.1	-14.3%	3.4%	-14.9	1.1%	-1.3	0.8%	0.6	-6.3
O=C(N/N=C/c1cccc2nccnc12)c1ccccc1O	-7.5	-1.2%	-15.2%	-16.1	1.5%	5.9	-8.2%	3.7	-7.4
Cc1ccc(C(=O)n2nc(-c3cccnc3)nc2N)cc1	-0.5	-15.3%	-24.9%	3.2	0.1%	2.5	0.1%	0.0	-1.6
Cc1c2c(nc3nnnn13)CCCC2	-1.1	-4.0%	-2.5%	-2.3	8.8%	0.8	0.5%	0.4	.
O=C(O)CCC(=O)Nc1ccccc1C(=O)NCc1ccccc1	-2.2	-4.1%	-0.4%	-2.5	4.1%	8.2	0.5%	1.7	5.4
Oc1c(Br)cc(/C=N/n2c(-c3ccccc3)n[nH]c2=S)c(O)c1Br	-4.5	-4.9%	-2.9%	15.1	1.8%	13.7	-1.2%	1.3	-6.8
CC12CCC(=O)N1C(C(=O)NCCc1ccccc1)CS2 (configuration not stated)	-4.6	2.1%	6.7%	5.4	2.8%	-19.4	-7.2%	0.1	3.7
CC(Sc1nc(-c2ccccc2)cc(C(F)(F)F)n1)C(=O)NCc1ccco1 (configuration not stated)	-3.4	-8.2%	.	-12.5	-0.1%	1.6	-7.0%	4.1	3.3
COC(=O)Cc1cnc(NC(=O)C2C3CCC(C3)C2C(=O)O)s1 (configuration not stated)	5.0	-1.5%	9.8%	4.9	0.1%	-2.6	0.3%	0.4	21.8
c1ccc(NC2=Nc3ccccc3CC2)cc1	2.0	0.0%	2.0%	-5.4	0.8%	-24.3	-3.5%	0.9	-15.1
O=C(CSc1nnc(CN2CCOCC2)n1-c1ccc(Cl)cc1)Nc1ccc2c(c1)OCO2	0.6	-1.8%	6.0%	-19.6	0.7%	-8.1	-10.7%	2.2	-1.4
CCc1nn(CCCC(=O)N2CCN(c3cccc(OC)c3)CC2)c(=O)c2cc3occc3n12	-2.1	-1.7%	8.2%	.	-1.1%	0.1	4.8%	-3.3	0.5
O=C(N/N=C/c1ccccn1)c1cccc(S(=O)(=O)Nc2ccccc2Cl)c1	-3.4	-3.2%	12.7%	-2.9	1.1%	-0.1	1.5%	5.3	-29.7
CCCn1c(=O)c(C(=O)NNS(=O)(=O)c2ccc(Cl)cc2)c(O)c2ccccc21	-3.4	-0.7%	6.4%	.	-1.1%	-3.4	-16.8%	0.5	-5.2
COc1ccc(CCN(CC(=O)NC2CCCC2)C(=O)CCC(=O)Nc2cc(C)on2)cc1OC	-5.5	-0.3%	-2.5%	-3.5	2.3%	3.2	1.4%	0.9	-1.2
O=C(COc1ccc(F)cc1)Nc1ccccc1OCc1cc(=O)n2ccccc2n1	-0.4	-1.5%	3.2%	9.0	5.6%	-3.7	-0.5%	0.2	3.4
CCCCn1c2ccccc2c2cc(CC(N)=O)ccc21	-3.4	-3.0%	-0.4%	-11.9	0.3%	2.5	-5.6%	-0.1	1.2
CSc1ccccc1OCc1cc(C(=O)NCC(C)Oc2cccnc2)no1 (configuration not stated)	.	1.7%	0.6%	8.5	.	.	0.4%	.	.
C#Cc1ccc(CN2CCN(Cc3ccsc3)C(CCO)C2)cc1 (configuration not stated)	-2.0	-1.1%	4.9%	-7.0	-2.2%	-19.7	8.4%	4.9	-9.9
COc1ccccc1CCC(=O)N(C)CC(=O)Nc1ccc(F)cc1	-1.4	-2.5%	-3.5%	5.6	-1.5%	-5.7	1.4%	0.5	15.2
Cc1ccc(N(CC(=O)NC2CCCC2)C(=O)CCC(=O)Nc2nccs2)cc1C	-6.2	2.7%	-13.5%	-3.9	1.0%	13.5	0.4%	1.7	-0.1
CCC(=O)N1CCCc2cc(S(=O)(=O)N3CCC(C(=O)NC4CCC(C)CC4)CC3)ccc21 (configuration not stated)	-4.0	-2.8%	-0.5%	-8.2	0.1%	7.6	-0.3%	-0.4	-9.3

Single records (already shown). Values in the order: D1 PAM	Glioma ERSR ind	Vif-A3F inh	RXFP1 antagonist	RXFP1 ag	D2 potentiator	Vif-A3G inh	D1 agonist	D1 antagonist
`Cc1c2c(nc3nnnn13)CCCC2` as listed: -1.1	-4.0%	-2.5%	-2.3	8.8%	0.8	0.5%	0.4	.
`CCCCn1c2ccccc2c2cc(CC(N)=O)ccc21` as listed: -3.4	-3.0%	-0.4%	-11.9	0.3%	2.5	-5.6%	-0.1	1.2
`COc1ccc(CCN(CC(=O)NC2CCCC2)C(=O)CCC(=O)Nc2cc(C)on2)cc1OC` as listed: -5.5	-0.3%	-2.5%	-3.5	2.3%	3.2	1.4%	0.9	-1.2
`COc1ccccc1CCC(=O)N(C)CC(=O)Nc1ccc(F)cc1` as listed: -1.4	-2.5%	-3.5%	5.6	-1.5%	-5.7	1.4%	0.5	15.2

Later entries
SMILES	D1 PAM	Glioma ERSR ind	Vif-A3F inh	RXFP1 antagonist	RXFP1 ag	D2 potentiator	Vif-A3G inh	D1 agonist	D1 antagonist
CCOC(=O)c1sc(NC(=O)Nc2ccc(F)cc2)nc1C	-5.8	-1.6%	1.0%	-8.2	0.3%	.	2.6%	17.9	-15.7
CC12CCC(O)CC1=CCC1C2CCC2(C)C1CCC21CCC(=O)O1 (configuration not stated)	-3.5	-3.9%	2.7%	.	-0.9%	-3.0	-0.1%	9.2	-12.3
CC(C)c1ccc(NC(=O)C(c2ccc3c(c2)OCO3)N2CCN(C(=O)c3ccco3)CC2)cc1 (configuration not stated)	3.0	2.6%	-3.4%	-14.6	-0.4%	0.2	5.6%	6.6	-1.7
OC(CN1CCC(Cc2ccccc2)CC1)c1ccccc1 (configuration not stated)	-7.3	-6.1%	0.0%	3.3	1.2%	3.2	-5.0%	16.6	-7.2
O=C(Nc1nc(-c2ccccc2)cs1)NC1CCCCC1	-3.1	2.2%	5.2%	?	-0.1%	8.8	-2.9%	2.0	-15.0
CC(C)(C)c1ccc(-n2ncc3c2CCCC3NC(=O)CN2CCCC2=O)cc1 (configuration not stated)	-2.4	-4.0%	2.8%	-15.8	1.7%	10.0	4.3%	2.4	0.3
Cc1cc(C)c2c(=O)cc(C(=O)Nc3sc4c(c3C(=O)NCC3CCCO3)CCCC4)oc2c1 (configuration not stated)	0.2	-3.5%	-1.5%	-1.0	-0.5%	3.3	-1.7%	-1.3	-16.3
COc1ccccc1C(=O)Nc1ccc(Oc2ncnc3sc(-c4ccccc4)cc23)cc1	-9.4	-4.1%	-3.7%	10.0	3.1%	15.1	2.2%	1.6	-2.0
COc1ccc(CC(=O)N2CCc3c([nH]c4ccccc34)C2c2ccc(SC)cc2)cc1 (configuration not stated)	-1.4	-4.2%	-1.1%	-5.1	-3.1%	-6.9	4.4%	0.7	-39.7*
Cc1ccccc1C(=O)NC(=S)NCC(=O)c1ccccc1	-7.4	0.0%	1.7%	5.6	-3.1%	3.5	-6.5%	3.4	-7.7
COc1ccc(S(=O)(=O)N(C)c2ccc(C(=O)Nc3c(C)n(C)n(-c4ccccc4)c3=O)cc2)cc1	-1.0	-3.3%	-5.8%	-5.9	3.6%	-2.8	-1.5%	-0.4	4.1
COc1cc(NC(C)C(=O)N2CC(C)OC(C)C2)cc(OC)c1 (configuration not stated)	1.0	-4.2%	0.0%	-5.0	0.4%	0.5	-5.0%	2.0	0.4
CN(C)c1cccc(C(=O)N/C=C/n2cnc3cc(C(F)(F)F)ccc32)c1	5.0	-3.4%	0.2%	-3.3	13.9%	8.1	-0.1%	0.0	-39.1*
O=C(c1ccccn1)N1CCCC(N2CCN(c3ccccc3)CC2)C1 (configuration not stated)	0.8	1.8%	-4.8%	11.9	2.4%	-2.4	-0.6%	0.0	-0.9
COCCCNc1ncnc2c1[nH]c1ccccc12	-4.4	.	.	.	1.6%	-6.1	.	3.7	7.2
COc1cc(N2C(=O)c3ccccc3C2=O)c(Cl)cc1C(=O)OCC(=O)N1CCOCC1	-3.5	3.5%	8.4%	11.3	1.7%	-4.1	1.3%	-0.5	-14.3
CC(=O)c1ccc(NC2OC(C)C(O)C(O)C2O)cc1 (configuration not stated)	-8.9	-4.7%	.	-2.5	1.9%	0.0	-5.3%	-2.0	-6.5
CN(C)/N=C/c1ccc(/C=N/NC(N)=S)o1	-1.6	-2.3%	?	-4.8	-3.9%	-0.2	-0.6%	-0.1	-13.0
O=C(Nc1ccc2c(c1)OCO2)C1CC(c2c(F)cccc2Cl)=NO1 (configuration not stated)	-5.5	-0.6%	-6.6%	-18.4	0.0%	7.2	0.9%	16.8	-24.9
COc1ccc(Br)cc1CNC(=O)c1cc(=O)[nH]c2ccc(S(=O)(=O)N3CCCC3)cc12	-0.3	-3.0%	2.7%	-3.8	2.9%	-6.8	1.4%	-0.7	2.8
COc1ccc(N=c2scc(-c3ccc(OC)cc3)n2CCO)cc1	-2.0	0.0%	6.3%	-1.8	0.1%	-9.6	-0.5%	4.2	-1.5
COc1ccc(N2CCN(C(=O)CCCn3c(=O)c4cccn4c4cccnc43)CC2)cc1	1.1	-3.6%	-9.6%	4.2	-0.2%	3.6	4.1%	-0.3	2.7
Cc1ccc(S(=O)(=O)c2nc(NCCN(C)C)sc2Cl)cc1	-7.8	-3.1%	4.2%	-19.9	0.8%	-18.3	1.9%	5.5	-37.1*
Cc1cc(C)nc(NC(=O)c2ccc(OC(C)C)cc2)n1	-0.8	3.3%	7.3%	16.0	0.3%	-1.7	1.0%	-0.2	-2.5
CCOc1ccc(NC(=O)c2cn(C)c(=O)c3cc(OC)c(OC)cc23)cc1	0.1	-0.3%	-3.7%	-16.6	2.5%	14.1	-3.8%	-2.5	8.4

The list is partial (hit frequency here may not be typical).
